LEDGF integ inh: blockers of LEDGF/p75-dependent integrase strand transfer – biochemical, TR-FRET, high throughput, primary screen; 0.64% of 370,000 active; TR-FRET IN-LEDGF/p75 DNA integration, Eu/Cy5; AID 743269, 2014; inhibition, % at 3.7 µM; HIV-1 integrase (with human LEDGF/p75);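 active = inhibition above the screen-wide mean plus 3 SD, cut at about 13% in these data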;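 note: signal is the Cy5 over europium emission ratio at 671 and 618 nm; 0% = plate median of compound wells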
TCR CD3 inh: inhibitors of human TCR-CD3 interaction, primary screen, biochemical, fluorescence, TAMRA-labeled TCR probe; T-cell receptor (TCR); inhibition, % at 9.4 µM; 0.37% of 360,000 active; AID 651800, 2012; in the data active = inhibition above about 19%;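 note: recombinant mutant TCR 2C K166C tagged with TAMRA read by polarization; 0% = receptor in buffer alone and 100% = receptor with positive control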
rCAG binder: binders of r(CAG) RNA repeats, primary screen, biochemical, fluorescence | r(CAG) RNA repeat, TO-PRO-1 dye displacement fluorescence | 1.3% of 370,000 active | inhibition, % at 3 µM;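 active = inhibition above the plate cutoff, the mean of all test compounds on that plate plus 3 SD, cut at about 35% in these data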;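 note: 0% = DMSO alone and 100% = 100 µM mitoxantrone as full dye displacement; higher means more dye released from RNA so lower well fluorescence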
MBD2 DNA inh: inhibitors of MBD2 binding to methylated DNA, primary screen, biochemical, TR-FRET, DNA-binding domain, human. Methyl-CpG-binding domain protein 2 (Homo sapiens), Q9UBB5. MBD2 binding to methylated oligonucleotide. inhibition, % at 4.4 µM. 0.31% of 370,000 active. AID 686964, 2013; in the data active = inhibition above about 13%
PRMT1 FP inh: PRMT1 methyltransferase inhibitors, primary screen, biochemical, fluorescence polarization; inhibition, % at 2.79 µM; AID 652257, 2013; recombinant PRMT1, activity-based probe fluorescence polarization; 1.3% of 370,000 active;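 active = inhibition above about 21% made by adding two undisclosed values, limit read from the data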
HTRA1 inhibitor: HTRA1 serine protease inhibitors, primary screen, biochemical, fluorescence polarization, HTS | Q92743 | recombinant HTRA1, FP-rhodamine activity-based probe | inhibition, % at 5.96 µM | 0.5% of 340,000 active | AID 504803, 2011; in the data active = inhibition above about 36%;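 note: 0% = enzyme with DMSO and 100% = wells lacking enzyme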
NR1D1 modulator: modulators of Rev-erb alpha DNA binding, primary screen, biochemical, FITC-DNA, fluorescence polarization, uHTS; Nuclear receptor subfamily 1 group D member 1 (Homo sapiens), P20393; Rev-erbα–FITC-DNA binding, 90 min; activity, % at 10 µM; 0.79% of 370,000 active; AID 1259318, 2017;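 active = activity above about 14%, limit read from the data; passing the limit was not always enough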;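 note: 0% = DMSO wells with 35 nM protein and 100% = DMSO wells with 750 nM protein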
ABHD4 inh: ABHD4 inhibitors, primary screen, biochemical, fluorescence polarization, mouse; (Lyso)-N-acylphosphatidylethanolamine lipase (Mus musculus), Q8VD66; purified mABHD4, FP-Rh probe fluorescence polarization; inhibition, % at 8.92 µM; 0.54% of 370,000 active;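 active = inhibition exceeding the mean over every tested compound plus 3 SD, cut at about 30% in these data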;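 note: 0% = plate median of compound wells and 100% = S159A mutant with DMSO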
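Assay system: wild-type mouse ABHD4 protein; compound: single nominal dose of 8.92 µM, 0.89% DMSO final; schedule: 45 min + 60 min at 25 °C; measured by: FP readout, ex 525 nm / em 598 nm; evaluation: % inhibition of FP-Rh probe binding versus controls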
UHRF1 MBD2 ctr: UHRF1 methylated DNA binding inhibitors, primary screen, counter-screen for MBD2 inhibitor project, biochemical, TR-FRET, human UHRF1, single concentration. inhibition, % at 4.4 µM. AID 687016, 2013. E3 ubiquitin-protein ligase UHRF1 (Homo sapiens), Q96T88. UHRF1 binding to methylated oligo. 0.75% of 370,000 active; in the data active = inhibition above about 21%;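 note: UHRF1 SRA domain binding a hemimethylated CpG hairpin DNA probe; 0% = median of test compound wells and 100% = reference inhibitor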
Target sequence (Q96T88 whole entry, looked up, the tested form may be a part): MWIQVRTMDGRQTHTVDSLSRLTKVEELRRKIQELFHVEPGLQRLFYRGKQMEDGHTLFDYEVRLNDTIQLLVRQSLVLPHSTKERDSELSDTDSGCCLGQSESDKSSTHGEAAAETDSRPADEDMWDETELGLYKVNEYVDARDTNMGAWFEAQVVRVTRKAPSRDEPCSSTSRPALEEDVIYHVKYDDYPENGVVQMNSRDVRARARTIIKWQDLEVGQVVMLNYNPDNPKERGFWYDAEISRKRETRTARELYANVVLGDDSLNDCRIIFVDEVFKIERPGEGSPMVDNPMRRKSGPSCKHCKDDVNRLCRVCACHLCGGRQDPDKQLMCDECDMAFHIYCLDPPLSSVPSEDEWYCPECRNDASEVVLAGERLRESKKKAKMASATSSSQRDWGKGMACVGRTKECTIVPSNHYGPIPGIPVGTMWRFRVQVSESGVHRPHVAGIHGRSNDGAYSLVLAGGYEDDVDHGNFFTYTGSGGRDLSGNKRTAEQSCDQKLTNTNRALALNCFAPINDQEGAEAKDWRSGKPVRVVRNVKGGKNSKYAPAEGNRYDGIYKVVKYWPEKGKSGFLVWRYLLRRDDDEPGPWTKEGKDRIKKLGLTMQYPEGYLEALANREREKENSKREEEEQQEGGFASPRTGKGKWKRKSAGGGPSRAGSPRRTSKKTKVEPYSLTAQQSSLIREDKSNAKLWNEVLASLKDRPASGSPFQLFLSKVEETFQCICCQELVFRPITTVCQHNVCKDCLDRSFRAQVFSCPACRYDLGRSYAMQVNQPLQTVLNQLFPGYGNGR
PG9 Ab binder: binders of HIV-1 gp120 antibody PG9, primary screen, biochemical, TR-FRET. AID 624416, 2012. 0.43% of 360,000 active. TR-FRET gp120-PG9 antibody binding. HIV-1 gp120 / PG9 antibody interaction. inhibition, % at 6.7 µM; in the data active = inhibition above about 8.5%
Numbers without * were called inactive; x = not tested or not shown. Only part of the results is shown; the hit share may differ from the screen's.

mol	MBD2 DNA inh	rCAG binder	UHRF1 MBD2 ctr	NR1D1 modulator	LEDGF integ inh	HTRA1 inhibitor	TCR CD3 inh	PG9 Ab binder	PRMT1 FP inh	ABHD4 inh
C[C@H](O)[C@@H]1C(=O)N2CCc3c([nH]c4cccc(-c5ccccc5)c34)[C@@H]2C[C@@H]1N(C)C(=O)Nc1ccccc1	-1.4	7.8	1.3	2.9	-4.0	x	5.4	-1.9	-3.5	-4.3
CCOc1cc(/C=N\n2nnnc2N)ccc1O	-5.6	-0.3	-3.6	-2.9	3.9	2.9	-2.8	-3.6	-7.4	2.4
COc1ccc(C(=O)/C=C/c2ccc(OC)c(Cn3nnc4ccccc43)c2)cc1	4.0	5.7	4.0	0.0	3.0	-53.1	0.3	-1.2	2.4	-1.3
Cc1nonc1NC(=O)CSc1nnc(-c2ccoc2C)n1C	-4.8	2.3	10.4	-0.4	-2.1	-0.4	-4.2	1.3	-0.1	-1.4
O=C1C2CC=CCC2C(=O)N1c1nc2n(n1)C(c1ccccc1)CC(c1ccccc1)N2 (stereo not drawn)	-3.7	-0.9	-3.5	-1.3	1.3	0.6	2.3	-0.3	0.9	2.1
CCCNC(=O)C1(C)CCCN(Cc2ccccc2Cl)C1 (stereo not drawn)	-1.4	-1.1	-0.3	0.0	-2.2	x	-3.3	0.3	0.0	2.8
COC(=O)c1cc2c(ccn2-c2ccc(F)cc2)n1Cc1cccc(OC)c1	0.4	3.6	5.3	-4.2	2.9	-0.3	-8.3	-1.2	1.1	-3.1
CC(C)NC(=S)N1CCC(Cc2ccccc2)CC1	1.2	-4.7	9.5	0.7	5.4	0.1	0.7	2.0	-7.0	-2.1
CC(C)(C)OC(=O)N1CCC[C@H]1C(=O)NCc1ccc(Cl)cc1Cl	-2.7	-7.1	-0.7	-5.4	0.0	-2.4	-0.5	1.7	-0.5	-2.1
COC(=O)c1nc(NC(=O)C(C)(C)C)n[nH]1	-1.9	1.0	2.8	0.4	0.2	10.2	1.0	-0.8	-1.9	-7.9
O=C(c1ccc(-c2nc3ccccc3s2)s1)N1CCOCC1	-6.2	0.8	-2.4	-1.5	0.8	x	6.5	-0.8	-1.4	-2.8
COc1ccc2c(c1)c(C(=O)CN1CCN(C(=O)c3ccco3)CC1)c(C)n2C	7.4	0.3	-0.4	4.3	1.2	5.2	-9.4	0.5	11.7	-8.5
O=[N+]([O-])c1ccc(O)c(C(C#Cc2ccccc2)N2CCOCC2)c1 (stereo not drawn)	4.3	17.3	0.5	8.0	-1.7	-17.5	-13.4	2.0	6.4	-8.8
Cc1ccc2c(c1)c(C)c(C)n2CC(O)CN1CCCCC1C (stereo not drawn)	-3.6	4.3	1.1	-0.8	-0.8	-0.6	7.9	-2.7	-6.3	1.3
COC(=O)c1[nH]c2ccc(Br)cc2c1NC(=O)CN1CCCc2ccccc21	5.5	12.1	4.5	3.5	0.3	-4.3	-2.3	0.3	0.8	11.2
COc1ccccc1NC(=O)CSc1nnc(-c2ccoc2C)n1C	3.9	-4.0	1.7	2.7	-6.5	-1.2	-4.8	0.3	3.3	5.5
COc1ccc(C(=O)N2CCCCCC2)cc1OC1CCN(C(C)C)CC1	-2.2	-7.7	1.2	0.1	-2.0	5.7	5.8	-2.0	1.6	2.8
COC(=O)[C@]12CCCCC=C1N(CCc1ccc(OC)c(OC)c1)C(=O)[C@H](CC(=O)NCCCN1CCCC1=O)C2	1.3	-2.5	-0.3	0.6	-2.8	x	-6.2	0.5	-1.5	2.1
CCC(CC)C(=O)Nc1cccc(C(=O)N2CCCC2)c1	2.7	-4.3	-0.4	-1.6	3.1	-0.6	-9.6	-0.2	0.0	-0.5
Cc1ccccc1OCC(=O)NNC(=O)CCc1ccccc1	-4.7	3.4	-3.3	-1.1	5.7	3.0	-1.3	-2.9	-0.1	-10.9
COc1ccc(-n2c(COc3ccccc3)nnc2SCC(=O)Nc2ccc3c(c2)OCO3)cc1	4.3	3.4	0.8	-1.3	-0.7	x	x	x	0.3	-9.7
CSc1nsc(SCC(=O)Nc2ccc(C(N)=O)cc2)n1	22.7*	0.0	0.1	-0.3	-3.5	-8.3	0.8	-3.2	4.3	6.4
C[C@H]1CN([C@@H](C)CO)C(=O)CCCn2nncc2CO[C@@H]1CN(C)S(=O)(=O)c1cccc(F)c1	2.4	1.0	4.6	-0.6	2.9	2.2	-8.3	-0.8	-1.7	-7.3
O=C(CCC1CCCCC1)Nc1cccc(C(=O)Nc2ccc(C(=O)O)cc2)c1	1.6	34.9*	-2.4	-2.7	7.0	-18.0	4.1	-1.0	-2.0	-47.0
O=C(CSc1nnc(-c2cccnc2)n1Cc1ccco1)N1c2ccccc2Sc2ccccc21	-2.5	6.0	6.0	6.3	7.4	-3.6	-7.2	2.4	40.5*	-4.8
COc1ccc(CCC(=O)Nc2ccc(Br)cn2)cc1	5.4	0.2	2.9	-0.3	-1.7	-16.3	9.1	1.1	2.7	0.9
CNC(=O)NC(=O)COC(=O)c1cccc(S(=O)(=O)N2CC3(C)CC2CC(C)(C)C3)c1 (stereo not drawn)	-0.3	-2.1	0.5	0.0	5.4	-8.9	3.0	-1.3	-0.8	-4.0
COc1ccc(-c2ccc(C(=O)Nc3ccc(Cl)cc3)c3occc23)c(C)c1	0.1	7.4	2.0	-6.5	-0.2	x	-3.5	-0.2	-1.6	-23.9
C[C@H](NC(=O)Nc1ccc2c(c1)OCCO2)C(=O)O	4.7	-1.4	7.1	-3.4	2.0	-2.1	4.5	0.2	-0.8	5.1
COc1ccc(Cl)cc1Nc1ncnc2sc(C)c(S(=O)(=O)N3CCC(C)CC3)c12	-4.9	1.9	0.8	2.4	1.3	2.7	2.2	-1.4	-2.1	1.3

One compound at a time, from the list above. Order of screens: MBD2 DNA inh | rCAG binder | UHRF1 MBD2 ctr | NR1D1 modulator | LEDGF integ inh | HTRA1 inhibitor | TCR CD3 inh | PG9 Ab binder | PRMT1 FP inh | ABHD4 inh
`COc1ccccc1NC(=O)CSc1nnc(-c2ccoc2C)n1C` is entered as 3.9 | -4.0 | 1.7 | 2.7 | -6.5 | -1.2 | -4.8 | 0.3 | 3.3 | 5.5
`COC(=O)c1cc2c(ccn2-c2ccc(F)cc2)n1Cc1cccc(OC)c1` is entered as 0.4 | 3.6 | 5.3 | -4.2 | 2.9 | -0.3 | -8.3 | -1.2 | 1.1 | -3.1
`CNC(=O)NC(=O)COC(=O)c1cccc(S(=O)(=O)N2CC3(C)CC2CC(C)(C)C3)c1` (stereo not drawn) is entered as -0.3 | -2.1 | 0.5 | 0.0 | 5.4 | -8.9 | 3.0 | -1.3 | -0.8 | -4.0

Remaining list, next part
mol	MBD2 DNA inh	rCAG binder	UHRF1 MBD2 ctr	NR1D1 modulator	LEDGF integ inh	HTRA1 inhibitor	TCR CD3 inh	PG9 Ab binder	PRMT1 FP inh	ABHD4 inh
CC(C)CC(=O)N1CCN(c2ccc([N+](=O)[O-])c(NCc3ccccc3)c2)CC1	-9.3	6.7	-0.2	3.0	2.1	-30.6	-4.7	-2.8	-0.8	-8.6
CCN=C1SC(CC(=O)NC2CCCCC2)C(=O)N1CC (stereo not drawn)	-0.9	-0.9	0.0	-4.1	0.0	5.3	-1.5	0.6	-0.8	-1.3
Cc1ccccc1S(=O)(=O)N(C)C[C@@H]1OCc2cnnn2CCCC(=O)N([C@@H](C)CO)C[C@@H]1C	1.8	1.8	0.1	0.5	-9.7	2.1	4.9	-0.2	-1.0	-7.4
CCCCN(CCCC)C(=O)c1nsnc1-c1ccccc1O	-5.3	-5.1	-1.0	0.4	0.3	-9.3	6.3	-1.0	-2.7	-7.5
Nc1nc(Nc2cccc(Cl)c2)nc(NCc2ccco2)c1[N+](=O)[O-]	5.9	20.9	-1.4	4.8	0.2	-67.8	-11.9	-0.5	5.2	-25.1
COc1ccc(CCNC(=O)c2cc3ccccn3n2)cc1	0.2	-0.5	-0.6	-0.7	2.2	x	x	x	0.7	0.1
CC1(C(=O)Nc2ccc(Cl)c(Cl)c2)CCN1C(=O)C1CCCCC1 (stereo not drawn)	-0.4	2.2	22.1*	1.3	1.7	x	-8.7	0.8	1.1	-14.7
COC(CNC(=O)c1ccc2c(=O)n(Cc3ccc4c(c3)OCO4)c(=S)[nH]c2c1)OC	0.5	0.8	-1.7	3.4	-2.1	-2.3	0.6	-3.8	-1.8	-6.6
C[C@H]1CN(S(=O)C(C)(C)C)[C@H](CCO)/C1=C\CCO (stereo partly drawn)	0.0	1.6	-5.0	-5.7	-0.4	1.5	3.2	-0.6	0.2	-3.1
CCOc1ccc(-n2nnc3c(=O)n(CC(=O)N4CCCc5ccccc54)cnc32)cc1	-7.7	0.3	-1.0	-5.5	-0.7	-1.4	2.0	-0.1	-5.0	0.0
O=C(O)c1cc(N/N=C/c2ccc(-c3ccccc3)cc2)ccc1Cl	-1.5	62.5*	-0.3	-5.4	0.2	10.9	5.0	0.9	2.2	11.1
CC(=O)c1nc(N2C(=O)CC(Cc3cccc(C)c3)C2=O)sc1C (stereo not drawn)	9.8	-1.4	4.4	-2.3	-1.6	-2.8	-1.4	3.3	-0.3	-6.0
Cc1ccc(S(=O)(=O)CCC(=O)OCC(=O)N2CCc3ccccc32)cc1	-2.1	-1.5	0.2	-1.3	1.9	-3.5	6.1	-1.4	-2.0	1.6
Cc1ccc(N2C(=O)C(Cc3ccccc3)NC2=S)cc1 (stereo not drawn)	2.8	0.6	2.3	-6.0	-0.6	3.0	-4.0	1.7	2.6	-0.5
O=C(CN1CCCC1)Nc1ccc(S(=O)(=O)N2CCCCC2)cc1	-0.9	0.0	1.9	-1.2	2.6	3.5	-3.7	-0.6	-3.9	0.7
CCOC(=O)Cc1c(C)nc2c(-c3cccc(Br)c3)c[nH]n2c1=O	-0.2	72.0*	-0.9	-3.2	0.8	6.8	3.9	-1.1	0.0	-0.2
Cc1ccc(NC(=O)CSc2nnc(-c3ccncc3)o2)cc1	-2.3	3.7	-1.2	0.4	0.7	-3.8	1.5	-1.2	-1.1	-6.3
CCc1ccc(/C=N/NC(=O)c2nnn(-c3nonc3N)c2CN2CCOCC2)cc1	4.5	-0.5	-1.0	-1.9	-1.7	0.4	-6.5	0.2	2.5	0.7
CCOC(=O)c1cc(CC)sc1NC(=O)COC(=O)c1cnccn1	1.3	-0.2	0.8	-4.0	-4.3	-11.6	-7.0	-2.8	1.7	3.0
COc1ccc(Cn2nnnc2C(c2ccccc2Cl)N2CCN(C)CC2)cc1 (stereo not drawn)	-3.1	-8.6	0.4	-2.7	-0.1	5.4	8.2	1.4	-2.1	-8.2
CC(C)[C@H](NC(=O)N1CC(=O)Nc2ccccc21)C(=O)N1CCC(C(=O)O)CC1	-6.7	1.1	2.5	0.5	-0.1	8.0	-0.8	-1.2	-0.5	1.6

Screens as filed in PubChem.
